C2C12 statin = protects C2C12 myotubes from simvastatin toxicity; actives 0.78% (n = 330,000); rescue of ATP level, % at 7.49 µM; ATP luminescence, 48 h; scaled: DMSO 0, geranylgeraniol control 100; AID 602340;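 active means mean ATP rescue above about 67%, or every replicate alone reaching that limit, limit read from the data, passing the limit was not always enough; inconclusive means no clear call, values can overlap the other calls; inactive means mean under the limit and some replicate under it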;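 further: myotubes were challenged with 10 µM simvastatin during compound exposure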
PglD DTNB = PglD (C. jejuni) enzyme inhibition; purified PglD enzyme, DTNB colorimetric CoA detection; inhibition, % at 12.5 µM; actives 0.098% (n = 360,000); AID 602405; in the data active means inhibition above about 16%, passing the limit was not always enough; inconclusive means no clear call, values can overlap the other calls; further: strong numbers were not always called active
Numbers without * were called inactive; ? = inconclusive. These rows are one share of the data; the hit share may differ from the screen's.

mol | C2C12 statin | PglD DTNB
O=C(CSc1ncnc2nc[nH]c12)c1ccccc1 | 5 | -1
O=C(CNC(=O)c1cc2c(s1)CCC2)Nc1ccccc1Br | 1 | 5
CC1=C(C(=O)Nc2ccc(F)cc2)C(c2ccc(C)o2)C2=C(CC(C)(C)CC2=O)N1 (stereo unspecified) | -7 | 6
CCOC(=O)c1ccc(N/C=C/C(=O)c2ccc(OC)c(OC)c2)cc1 | 12 | 2
Nc1ccc(C(=O)N2CCN(S(=O)(=O)c3ccc(Cl)cc3)CC2)cc1[N+](=O)[O-] | 8 | 2
CC(=O)Nc1ccc(NC(=O)CSc2ncnn2-c2ccccc2)cc1 | 26 | -4
CCCCc1ccc(NS(=O)(=O)c2cccs2)cc1 | 0 | 2
NC(=O)c1ccc(N2CCCCC2)c(N2C(=O)C3C4C=CC(C4)C3C2=O)c1 (stereo unspecified) | 5 | 3
CCCSc1nnc(-c2cccc(S(=O)(=O)N(C)C)c2)n1-c1cc(OC)ccc1OC | 4 | -1
O=C(CCc1nc2ccccc2[nH]1)Nc1ccc2c(c1)OCO2 | 0 | -1
Cc1ccc2nc(Nc3ccccc3)c(/C=N/O)c(=O)n2c1 | 10 | 10
Cc1ccc(-c2n[nH]c(=S)n2/N=C/c2cc3c(cc2[N+](=O)[O-])OCO3)cc1 | 9 | 0
CCOC(=O)c1c(NC(=O)CSc2nnc(-c3cccc(C)c3)n2CC)sc(C(C)=O)c1C | 14 | -2
CC1=C(C(=O)OC(C)C)C(c2cccnc2)C2=C(CCCC2=O)N1 (stereo unspecified) | -15 | -6
Cc1ccc(-c2csc(NC(=O)c3cccc(S(=O)(=O)N4CCN(C)CC4)c3)n2)cc1 | 7 | -6
O=C(NC1=NCCS1)c1nc(-c2ccccc2)n(-c2ccccc2)n1 | 3 | -6
Cc1cccn2c(=O)c(/C=C(\C#N)S(=O)(=O)c3ccccc3)c(N3CCC(C(N)=O)CC3)nc12 | 22 | 0
CCCCOc1ccc(NC(=O)C(=O)NCCC2=CCCCC2)cc1 | 15 | 1
CCOC(=O)[C@@H]1[C@H]2COc3ccc(Br)cc3[C@@H]2N2C(=O)N(c3ccc(OC)cc3)C(=O)[C@]12C | -3 | -1
CCCCC1S/C(=N/N=C/c2ccc(OC)cc2)N(Cc2ccc(OC)cc2)C1=O (stereo unspecified) | -5 | 4

As a short view, part of the list above.
mol | C2C12 statin | PglD DTNB
Cc1ccc2nc(Nc3ccccc3)c(/C=N/O)c(=O)n2c1 | 10 | 10
Cc1ccc(-c2n[nH]c(=S)n2/N=C/c2cc3c(cc2[N+](=O)[O-])OCO3)cc1 | 9 | 0
CCOC(=O)c1c(NC(=O)CSc2nnc(-c3cccc(C)c3)n2CC)sc(C(C)=O)c1C | 14 | -2
CC1=C(C(=O)OC(C)C)C(c2cccnc2)C2=C(CCCC2=O)N1 (stereo unspecified) | -15 | -6
Cc1ccc(-c2csc(NC(=O)c3cccc(S(=O)(=O)N4CCN(C)CC4)c3)n2)cc1 | 7 | -6
O=C(NC1=NCCS1)c1nc(-c2ccccc2)n(-c2ccccc2)n1 | 3 | -6
Cc1cccn2c(=O)c(/C=C(\C#N)S(=O)(=O)c3ccccc3)c(N3CCC(C(N)=O)CC3)nc12 | 22 | 0

Next section.
mol | C2C12 statin | PglD DTNB
CCOC(=O)N1CCN(C(=O)C2CC(=O)N(Cc3ccc(OC)cc3)C2)CC1 (stereo unspecified) | 1 | -1
O=C(Oc1cccc(Br)c1)c1cccnc1 | -3 | 9
O=C(Oc1cccc2ccccc12)c1ccncc1 | 6 | -4
O=C(Nc1nnc(-c2ccc(Br)cc2)o1)c1ccco1 | -6 | -1
CCN(C1CCCCC1)S(=O)(=O)c1ccc(C(=O)O)cc1 | 9 | -6
Cc1ccc(NCc2ccccc2O)cc1 | -1 | 3
C=CCn1c(SCC(=O)Nc2cccc(C(=O)OC)c2)nnc1C(C)NC(=O)c1cccs1 (stereo unspecified) | -8 | 11
O=C(/C=C/Nc1cccc([N+](=O)[O-])c1)c1ccco1 | 46 | 1
COc1cccc(-c2nn3c(-c4ccco4)nnc3s2)c1 | -1 | -5
O=C(NNC(=S)NC(=O)c1cccnc1)c1ccccc1 | -6 | 1
O=C(CNC(=O)C12CC3CC(CC(C3)C1)C2)NC1=NCCS1 | 0 | 1
COc1cccc(C2=NOC(C(=O)N3CCN(Cc4ccccc4)CC3)C2)c1OC (stereo unspecified) | 41 | 5
O=C(CSc1nnc(-c2cccs2)o1)OC1CCCCC1 | -3 | -3
c1ccc(-c2ccc(Oc3cc(N4CCOCC4)nc(-c4ccccc4)n3)cc2)cc1 | -58 | -1
CC(C)Nc1nc(NC(C)C)nc(OCCOC(=O)c2ccccc2)n1 | 2 | -6
CCOC(=O)C(CCCOc1cccc(CC)c1)C(=O)OCC | -8 | 2
CC(NC(=O)c1ccccc1NC(=O)CSc1nnnn1C)c1ccccc1 (stereo unspecified) | 2 | -3
CC(C)(C)SCCNS(=O)(=O)c1ccc(F)cc1 | 0 | -9
O=C(COc1ccc(Cl)cc1)OCc1csc(Nc2ccccc2)n1 | 10 | -6
O=C(O)CSC1CC(=O)N(c2ccc(Cl)cc2)C1=O (stereo unspecified) | -4 | 0

Next section.
mol | C2C12 statin | PglD DTNB
Cc1cc2oc(=O)cc(CN3CCN(Cc4ccc5c(c4)OCO5)CC3)c2cc1C | 7 | 1
CCc1ccc(CCC(=O)Nc2ccc(C(C)=O)cc2)o1 | 3 | 2
CCn1c(COc2ccccc2C)nnc1SCC(=O)Nc1ccc2c(c1)OCCO2 | 7 | -3
COc1cc(OC)cc(C(=O)NCC(=O)OC2CCOC2=O)c1 (stereo unspecified) | 3 | -5
Cc1nc(NC(=O)C2CCCCC2)sc1C | -3 | -4
Cc1ccc(S(=O)(=O)N(C)CC(=O)N2CCOCC2)cc1 | -4 | -10
O=C(CSc1ncn[nH]1)NCc1ccccc1 | 3 | -8
Cc1ccc(S(=O)(=O)N2CCCC2C(=O)OCc2ccco2)cc1 (stereo unspecified) | 19 | 0
COC(=O)C(C)n1cnc2c(nnn2-c2ccccc2)c1=O (stereo unspecified) | -6 | 0
CCN1C(=O)c2cccc3c(NC(=O)c4ccc(S(=O)(=O)N(C)C)cc4)ccc1c23 | -40 | -4
CCOC(=O)N1CCN(C(=O)CN(c2cccc(C)c2)S(=O)(=O)c2ccccc2)CC1 | 6 | 0
CN1C(=O)NC(c2cccc(O)c2)C(C(=O)c2cccs2)C1(O)C(F)(F)F (stereo unspecified) | 41 | -1
FC(F)(F)c1cccc(N2CCN(c3ccc4nnc(-c5ccccc5)n4n3)CC2)c1 | 14 | 4
Cc1ccccc1C(=O)N1CCN(c2ncnc3c2cnn3-c2ccccc2)CC1 | -2 | -1
Cn1c(CSCc2ccccc2)nnc1SCC(=O)Nc1nccs1 | 5 | -1
Cc1nn(-c2ccccc2)c2c1C(c1ccccc1)C(C#N)=C(N)O2 (stereo unspecified) | 0 | -2
COc1ccc(C(=O)Nc2nc(N)n(-c3ccccc3)n2)cc1OC | 2 | 3
CCOC(=O)c1c(C)[nH]c(C(=O)COC(=O)c2oc3ccc(OC)cc3c2C)c1C | 1 | -2
CCCCC(=O)Nc1ccc(C(=O)Nc2cccnc2)cc1 | 6 | -10
COC(=O)c1cc(COc2ccc3c4c(c(=O)oc3c2)CCCC4)c(C)o1 | 2 | 1

The list goes on:
mol | C2C12 statin | PglD DTNB
COc1cccc(-c2noc(CCC(=O)Nc3cccnc3)n2)c1 | 10 | 4
Cc1noc(C)c1CSc1nc2[nH]ncc2c(=O)n1-c1ccccc1 | -75 | 2
CC(C)Cc1nnc(NC(=O)CCC(=O)N2CCN(c3ccccn3)CC2)s1 | -2 | -5
COc1cc(NC(=O)Cc2ccc(Cl)cc2)ccc1NC(=O)c1ccco1 | 3 | -2
CCCS(=O)(=O)Nc1c(C(=O)OC)[nH]c2ccccc12 | 6 | 0
O=c1oc2ccccc2c2c1C(c1ccc(Cl)cc1)Nc1ccc3ccccc3c1-2 (stereo unspecified) | 22 | -4
CC1(C)CC(=O)c2sc(NC(=O)CN3CCCCC3)nc2C1 | 11 | -2
CCCCn1c(NCCC)nc2c1c(=O)[nH]c(=O)n2C | 0 | 3
COc1ccc(CCC(N)=O)cc1OC | 6 | 1
Clc1ccc(CN2CCC(c3nc4ccc(Cl)cc4[nH]3)CC2)cc1 | -60 | 1
O=C(COc1ccc(Cl)cc1)NCCSc1ccccc1 | 10 | -1
CCC(=O)N1CCc2cc(Br)cc(S(=O)(=O)CCC(=O)NCC3CCCO3)c21 (stereo unspecified) | -44 | 0
COC(=O)c1ccccc1NC(=O)CSCC(=O)Nc1ccccc1 | 14 | -3
CC(=O)c1coc2c1cc(O)c1ccccc12 | 9 | -6
CCOc1cc(/C=C(/C#N)c2nc3ccccc3[nH]2)ccc1OCc1ccc(C(=O)O)o1 | 14 | 3
CCCCCC1CCC(C(=O)O)CC1 (stereo unspecified) | 5 | -4
Cc1c(N=C/C=C/c2ccccc2)cnn1C | 20 | -12
COc1ccc(C(=O)Cn2nnc(-c3ccccc3NC(=O)C(F)(F)F)n2)cc1 | 15 | 3
O=S(=O)(c1ccc2c(c1)oc1ccccc12)N1CCOCC1 | 1 | 0
Cn1c2c(c(=O)n(C)c1=O)C(NS(=O)(=O)c1ccc(Cl)cc1)(C(F)(F)F)C(=O)N2 (stereo unspecified) | 9 | -3

The results go on.
mol | C2C12 statin | PglD DTNB
CC(Sc1cccc(C(F)(F)F)c1)C(=O)NC(N)=O (stereo unspecified) | 10 | 4
Cc1ccc(S(=O)(=O)N(C)c2ccc(NS(C)(=O)=O)cc2)cc1 | 20 | 0
COc1ccccc1NC(=O)c1cnc2n(c1=O)CCS2 | -15 | 5
COc1cccc(-c2noc(C3CCCN(C(=O)Cc4ccccc4)C3)n2)c1 (stereo unspecified) | ? | 0
CC(C)c1ccc(NC(=O)COc2nnc(-c3cccs3)c(-c3cccs3)n2)cc1 | -2 | 3
O=C(NCc1ccco1)c1ccc(S(=O)(=O)c2cccc(S(=O)(=O)N3CCOCC3)c2)cc1 | 3 | 3
Cc1nn(C)cc1CNC(=O)CCC(=O)O | -2 | 0
CCC1=[N+](C)CCn2c(C)ccc21 | 7 | 1
Cc1ccc(S(=O)(=O)N2CCCC2C(=O)NCc2ccco2)cc1 (stereo unspecified) | 1 | 0
COC(=O)c1[nH]c2cc(OC)ccc2c1NC(=O)CCN1CCN(c2cccc(C)c2C)CC1 | 36 | -1
Cc1cc(C)n(-c2ccc(C(=O)C(C#N)c3nc4ccccc4n3C)cc2)n1 (stereo unspecified) | -47 | 3
Cc1ccc(OCCCC(=O)Nc2ccc(N3CCOCC3)cc2)c(C)c1 | 8 | 7
Cc1ccc(C(=O)O)cc1N1C(=O)c2cccc3cc(Br)cc(c23)C1=O | 13 | 1
C/C(=N/NS(=O)(=O)c1ccc(Cl)cc1)c1cccc(O)c1 | 17 | -1
CC(C)CNC(=O)NC(=O)COc1ccc(C=O)cc1 | 7 | 4
COCCNC(=O)CCc1ccc(S(=O)(=O)Nc2ccc(C)cc2)cc1 | -2 | 0
COc1ccc(C(=O)N[C@H]2COC(C)(C)O[C@H]2c2ccccc2)cc1 | 4 | 3
C#CCOCCOCCOCCNc1nc(N2CCN(C(=O)C(Cc3cc4ccccc4[nH]3)n3cc(C(N)C(C)CC)nn3)CC2)nc(N2CCN(C(=O)C(Cc3cc4ccccc4[nH]3)n3cc(C(N)C(C)CC)nn3)CC2)n1 (stereo unspecified) | -89 | -2
Nc1nc(Nc2ccc(Cl)cc2)n[nH]1 | 10 | -2
COCCc1nnc(NC(=O)Cc2ccccc2)s1 | 89* | 0

(more compounds)
mol | C2C12 statin | PglD DTNB
COc1ccc(C2(C(=O)N3CCC(n4nc(-c5ccccc5)oc4=O)CC3)CC2)cc1 | 0 | 2
N#CC1=C(SCC(=O)Nc2ccccc2)NC(=O)CC1c1ccco1 (stereo unspecified) | -4 | 2
O=C(Nc1cccc(Br)c1)c1ccccc1-c1ccccc1 | -13 | 1
CNC(=O)CN(c1ccc(F)cc1)S(=O)(=O)c1cc(C)ccc1OC | 7 | -4
COc1ccccc1CNc1nc2ccccc2n1CCN1CCCCC1 | -26 | -2
CC(C(=O)N/N=C/c1ccc(N(C)C)c(Br)c1)N(c1ccccc1)S(C)(=O)=O (stereo unspecified) | -23 | -10
C=CCn1sc(=N)c(C#N)c1N | 1 | 0
CCCOCC(O)COc1ccccc1C(=O)N1CCOCC1 (stereo unspecified) | 15 | 2
CCOC(=O)c1sc(=S)n(-c2cc(F)ccc2F)c1N | 48 | 0
CC1(c2ccccn2)Nc2ccccc2-c2nc3ccccc3n21 (stereo unspecified) | -26 | 4
Cc1ccccc1-c1nc(CN2CCCC(C(=O)NCCCN3CCOCC3)C2)c(C)o1 (stereo unspecified) | -8 | -1
COc1ccc(C2=NO[C@@H]3C(=O)N(Cc4ccccc4)C(=O)[C@H]23)cc1OC | 4 | -1
O=C(CN1C(=O)COc2ccccc21)N(Cc1ccc2c(c1)OCO2)CC1CCCO1 (stereo unspecified) | 21 | 0
COc1ccc(C2=CC3=C(Br)C(=O)C(C)(O)C(=O)C3=CO2)cc1 (stereo unspecified) | 10 | -1
CC(=O)Oc1ccc2c(=O)c(Oc3ccccc3)coc2c1OC(C)=O | 3 | 5
Cn1c(=O)n(CC(=O)NC2CCCCC2)c(=O)c2ccccc21 | 72* | 2
CCOC(=O)c1sc(NC(=S)NC(=O)c2ccco2)nc1C | 5 | 3
COc1ccc(-c2noc(CSc3nc(N)c(-c4ccccc4)c(=O)[nH]3)n2)cc1OC | 1 | -17
O=C(O)CN(Cc1ccccc1)S(=O)(=O)c1ccc(F)cc1 | 4 | -1
O=C(NCc1cccs1)C1CCCN(c2nc3ccccc3o2)C1 (stereo unspecified) | 3 | 3

(listing goes on)
mol | C2C12 statin | PglD DTNB
Cc1cc(N2CCOCC2)ncc1[N+](=O)[O-] | -7 | 2
Cc1cc(C)n(C(=O)COc2c(C)cccc2C)n1 | -13 | -1
Cc1nc(NC(=O)c2cc3c(s2)CCCCC3)sc1C(=O)N(C)C | 4 | 0
O=C(c1ccc(S(=O)(=O)N2CCOCC2)cc1)N1CCN(c2ccccc2)CC1 | 3 | -1

Compound activity deposited in PubChem by Broad Institute.
